Tau fluor counter = counter-screen for tau fibril formation inhibitors. tau K18 P301L Alexa594 fluorescence, heparin fibrillization. Potency, µM (doses to about 57.7 µM), for inactives: top-dose activity change, negative = decrease. 0.93% of 280,000 active. AID 1463; further: nearly all actives have a fitted effect of over 55% in size
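Human K18 P301L tau (15 uM unlabeled plus 0.24 uM Alexa 594-labeled, final) in 100 mM sodium acetate pH 7 was mixed with compound and 20 uM heparin and incubated 6 hr at 37 C.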
TRb-SRC2 inh = TRbeta-SRC2 interaction inhibition; 0.065% of 280,000 active; TRbeta-SRC2 peptide binding, fluorescence polarization; receptor liganded with 1 µM T3; Potency, µM (titrated, usually from 106 µM), for the others: at the highest dose activity change, negative = inhibition, most hits filed as inhibitors;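 further: plate controls were bound peptide for no effect and peptide without receptor for full effect; nearly all actives have a fitted effect of over 50% in size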
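Each compound concentration gave % activity, normalized to unbound and bound Texas Red SRC2 controls, from polarization read after 5 hr ambient incubation with T3-loaded human TRb LBD.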
Tau ThT inhib = tau fibrillization inhibition (ThT binding); Potency, µM (series often up to 57.4 µM), without a hit: at the highest dose activity, negative = inhibition, actives largely listed as inhibitors; recombinant tau K18 P301L, heparin-induced fibrillization, ThT fluorescence; AID 1460; P10636; 2.1% of 270,000 active; further: nearly all actives have a fitted effect of over 55% in size
Target sequence (P10636 561-689 P618L limits assumed): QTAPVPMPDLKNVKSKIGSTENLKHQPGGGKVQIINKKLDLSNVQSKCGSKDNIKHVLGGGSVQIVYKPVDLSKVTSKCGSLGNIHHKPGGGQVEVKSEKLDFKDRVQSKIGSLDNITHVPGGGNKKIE
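ThT emission at 510 nm, taken 1 hr after adding 30 uM dye, quantifies aggregates formed when 20 uM heparin acts on human tau K18 P301L for 6 hr at 37 C.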
TR SRC2 fluor cs = alters Texas Red total fluorescence, flagging assay interference. 0.29% of 280,000 active. TRb/SRC2 Texas Red total fluorescence interference. AID 1479. Potency, µM (series often up to 106 µM), inactives show at the top dose fluorescence change, negative = quenching; active means well fitted curve in either direction with a large enough effect; inconclusive means small, poorly fitted or top-dose-only effect
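Flags fluorescent or light-absorbing compounds by total fluorescence, S + 2P, at 555 nm excitation and 632 nm emission. Mixture: 20 nM Texas Red SRC2 peptide, 0.6 uM human TRb LBD, 1 uM T3, 5% DMSO; compound exposure 5 h at ambient temperature.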
Tau FP inhib = inhibitors of human tau fibril formation; K18 P301L tau heparin fibrillization, Alexa594 FP, 6 h; Potency, µM (highest dose often 57.7 µM), without a hit: at the top dose activity, negative = inhibition, usual class: inhibitors; 0.39% of 280,000 active; AID 1468; further: nearly all actives have a fitted effect of over 55% in size
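FP of Alexa 594-tau after heparin (20 uM) induction. Substrate: human K18 P301L, 15 uM unlabeled, 0.24 uM labeled. Buffer 100 mM sodium acetate pH 7. 6 hr, 37 C.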
ALDH1A1 inh = blocks purified human ALDH1A1 activity; P00352; Purified ALDH1A1, NADH fluorescence, propionaldehyde substrate; Potency, µM (highest dose often 75.3 µM), inactives show at the top dose activity, negative = inhibition, actives largely listed as inhibitors; 7.3% of 220,000 active; active means well fitted inhibition curve with a large enough effect, not every such curve was filed as active; inconclusive means small, poorly fitted or top-dose-only effect, or another doubt; inactive means no such curve, though single readings can be large or run the other way;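 further: plate controls were no enzyme wells and a reference inhibitor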
L3MBTL1 inh = L3MBTL1 (human) inhibition | Q9Y468 | AlphaScreen L3MBTL1–H3K9me1 peptide binding | Potency, µM (top dose mostly 57.1 µM), for inactives: at the top dose activity, negative = inhibition, actives largely listed as inhibitors | 0.66% of 230,000 active; further: nearly all actives have a fitted effect of over 60% in size
Target sequence (Q9Y468 whole entry, looked up): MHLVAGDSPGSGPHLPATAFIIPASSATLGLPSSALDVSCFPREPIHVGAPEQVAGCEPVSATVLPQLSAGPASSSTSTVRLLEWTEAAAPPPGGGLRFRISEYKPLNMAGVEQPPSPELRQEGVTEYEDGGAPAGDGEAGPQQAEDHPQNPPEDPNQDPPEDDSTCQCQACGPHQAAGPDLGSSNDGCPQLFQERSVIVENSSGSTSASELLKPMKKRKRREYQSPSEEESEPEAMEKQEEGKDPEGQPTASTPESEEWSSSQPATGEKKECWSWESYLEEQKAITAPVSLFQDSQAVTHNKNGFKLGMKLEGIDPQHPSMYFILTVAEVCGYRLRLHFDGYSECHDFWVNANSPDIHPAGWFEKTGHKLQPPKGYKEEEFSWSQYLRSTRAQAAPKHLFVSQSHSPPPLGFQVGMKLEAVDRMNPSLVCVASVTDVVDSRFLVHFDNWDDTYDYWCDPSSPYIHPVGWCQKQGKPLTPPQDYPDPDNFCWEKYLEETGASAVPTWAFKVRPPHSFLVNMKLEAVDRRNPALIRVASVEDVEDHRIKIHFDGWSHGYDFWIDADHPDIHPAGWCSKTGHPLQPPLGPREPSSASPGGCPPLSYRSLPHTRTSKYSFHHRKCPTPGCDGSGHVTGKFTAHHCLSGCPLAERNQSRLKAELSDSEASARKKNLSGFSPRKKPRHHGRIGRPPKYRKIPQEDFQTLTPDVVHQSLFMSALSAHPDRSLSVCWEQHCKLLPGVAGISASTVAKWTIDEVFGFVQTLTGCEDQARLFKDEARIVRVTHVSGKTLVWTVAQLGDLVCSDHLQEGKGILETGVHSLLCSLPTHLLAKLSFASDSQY
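L3MBTL1 (50 nM) pre-complexed 30 min with biotinylated H3(1-15)K9me1 peptide (75 nM), then compounds added for 30 min at room temperature; AlphaScreen streptavidin donor/nickel chelate acceptor beads (10 ug/mL final) read after 30 min dark incubation.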
aGal spleen mod = alpha-galactosidase A (human) modulation | 0.008% of 240,000 active | P06280 | AID 2107 | human spleen homogenate, 4MU-alpha-Gal fluorescence, 40 min | Potency, µM (series often up to 80 µM), for inactives: at the top dose activity change, negative = inhibition, most hits filed as inhibitors;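 further: 0% = enzyme with vehicle and -100% = no enzyme basal signal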
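Inhibition or activation of alpha-galactosidase in human spleen homogenate is scored by 4-MU fluorescence after 40 min at 37C, pH 5.0, with 1 mM substrate. AC50s come from concentration-response fitted to the Hill equation.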
The depositor's hits bear a star; ? = inconclusive; / = not tested or not shown; [ ] = dose if it differs, or a comment. Unless noted, the call rests on the fitted dose curve; in most records, active means well fitted curve in the direction sought with a large enough effect; inconclusive means small, poorly fitted or top-dose-only effect, or another doubt; inactive means no such curve, though single readings can be large; an effect the other way counts as inactive or inconclusive. Unless noted, on the % scale 0 is the no-effect control and ±100 the full control effect; potency means the concentration at half of the fitted maximal effect. Compounds as they come; 8.5% or so of the library scored in one or more.

entry	Structure	Tau fluor counter	TRb-SRC2 inh	Tau ThT inhib	TR SRC2 fluor cs
1	NC(=S)NNC(=O)c1cccc(Cl)c1	-28%	5%	/	0%
2	O=C(NCc1ccco1)c1sc2ccccc2c1Cl	-15%	6%	?	2%
3	CC(NC(=O)/C(C#N)=C1\N=C(NC(=O)c2ccco2)c2ccccc21)c1ccccc1 (centres undefined)	?	-4%	?	-3%
4	CC(C)CC(=O)NN(C)c1nc(-c2ccccc2)nnc1C(F)(F)F	-8%	7%	-6%	1%
5	CC(=O)Nc1nonc1NC(=O)CSC1=NCCS1	-8%	-27%	-17%	-2%
6	O=C(CCC(=O)OCC(=O)c1ccc(-c2ccccc2)cc1)Nc1cccc2cccnc12	-14%	-3%	?	1%
7	CCO[C@H]1OC(C(=O)N2CCN(Cc3ccc4c(c3)OCO4)CC2)=C[C@@H](c2cn(C(C)=O)c3ccccc23)[C@@H]1CCCO	-4%	-6%	-8%	0%
8	O=C(COc1ccc([N+](=O)[O-])cc1)NCCc1nc2ccccc2[nH]1	-6%	4%	-8%	-1%
9	Cc1ccc(C(=O)OCC2OC3OC(C)(C)OC3C2O)cc1 (centres undefined)	-7%	6%	-2%	1%
10	O=C1c2ccccc2C2(c3ccccc3)NCCN12 (centres undefined)	10%	-2%	-6%	-1%
11	Cc1ccc(-n2c(Cc3ccccc3)nnc2SCc2nc(-c3cccs3)no2)cc1C	-15%	-4%	-11%	-8%
12	CCc1ccc(C2CC(=O)c3c([nH]c(C(=O)OCCOc4ccccc4)c3C)C2)cc1 (centres undefined)	-5%	-3%	3%	-1%

entry	Tau FP inhib	ALDH1A1 inh	L3MBTL1 inh	aGal spleen mod
1	-7%	/	/	4%
2	-9%	?	10%	0%
3	2%	/	-15%	0%
4	-5%	-2%	/	-2%
5	-3%	-3%	38%[activator]	10%
6	-11%	4%	1%	1%
7	1%	4%	-14%	-1%
8	0%	/	10%	-2%
9	-3%	0%	3%	0%
10	6%	11%	-6%	-1%
11	1%	/	/	/
12	-6%	/	/	/

Continuation.
entry	Structure	Tau fluor counter	TRb-SRC2 inh	Tau ThT inhib	TR SRC2 fluor cs
13	Cc1ccccc1-c1nnc(SCC(=O)Nc2cccc(C)c2C)o1	-14%	-1%	-5%	-5%
14	Cc1nc2nc(SCC(=O)NCc3ccccc3)nn2c(C)c1Cc1ccccc1Cl	-11%	-2%	-20%	2%
15	CCC(NC(=O)c1ccccc1O)c1ccccc1 (centres undefined)	-2%	-11%	5%	-1%
16	CCCCn1c(O)c(N=NC(=O)c2ccco2)c2ccccc21	2%	8%	6%	2%
17	COc1cc(/C=N/n2c(C)n[nH]c2=S)ccc1OCc1ccc(F)cc1	-7%	2%	-8%	-1%
18	O=C(Nc1c2n(c(=S)n(-c3ccccc3)c1=O)CCCCC2)c1ccccc1	-4%	-3%	-5%	-6%
19	COC(=O)[C@H](CCSC)NC(=O)N1CCN(Cc2ccccc2)CC1	0%	6%	-5%	1%
20	COc1ccc(Cn2c(N)c(S(=O)(=O)c3cccs3)c3nc4ccccc4nc32)cc1	-17%	3%	-14%	1%
21	Cc1cc(C)c(NC(=O)C2c3ccccc3Oc3ccccc32)c(C)c1	1%	-32%	6%	2%
22	Cc1ccc(N2C(=O)CC(N(O)C3CC(=O)N(c4ccc(C)cc4)C3=O)C2=O)cc1 (centres undefined)	-7%	16%	-14%	6%
23	CCOc1ccc(N2C(=O)CC(Sc3nc(CC(C)C)ccc3C#N)C2=O)cc1 (centres undefined)	-23%	3%[53 µM]	?	1%[53 µM]
24	CC(=O)Nc1cccc(Oc2cnc3ccccc3n2)c1	4%	-5%	12%	-2%

entry	Tau FP inhib	ALDH1A1 inh	L3MBTL1 inh	aGal spleen mod
13	-3%	0%	-2%	4%
14	2%	/	/	/
15	2%	?	/	7%
16	4%	-1%	-19%	0%
17	-1%	?	3%	-1%
18	6%	2%	17%	1%
19	-1%	-7%	-1%	7%
20	?	?	4%	11%
21	-3%	0%	0%	-3%
22	1%	2.8µM*	-4%	2%
23	-11%	?	-3%	10%
24	8%	6%	4%	6%

New compounds follow
entry	Structure	Tau fluor counter	TRb-SRC2 inh	Tau ThT inhib	TR SRC2 fluor cs
25	Cc1ccnc(NC(=O)CCC(=O)N(CC(=O)NC2CCCCC2)CC2CCCO2)c1 (centres undefined)	-5%	-11%	-1%	-1%
26	O=C(/C=C/c1cccc([N+](=O)[O-])c1)NCCSCc1c(Cl)cccc1Cl	?	-2%	?	?
27	CC1CCCCC1NC(=O)c1cncc(Br)c1 (centres undefined)	4%	6%	4%	1%
28	CC(C)C1C(C#N)=C(N)Oc2n[nH]c(-c3ccc4ccccc4c3)c21 (centres undefined)	?	8%	-11%	-1%
29	CCCCOc1ccccc1C(=O)NCC(=O)O	2%	-2%	3%	-8%
30	COc1ccccc1NC(=O)CCc1nc2ccccc2s1	-12%	-7%	-10%	5%
31	Cc1ccc(NC(=O)NC2=N/C(=C(/C#N)C(=O)N3CCCC3)c3ccccc32)cc1	?	8%	?	1%
32	COC(=O)c1ccc(CN2CCN(C(C)C)C(CCO)C2)cc1 (centres undefined)	-8%	5%[53 µM]	-3%	0%[53 µM]
33	CN(C)CCN(Cc1ccccc1)S(=O)(=O)c1ccc2[nH]c(=O)ccc2c1	-8%	0%	-5%	1%
34	Cc1cnc(NC(=O)CSc2nnc(-c3ccc(Cl)cc3Cl)n2N)s1	1%	-1%	-1%	1%
35	O=C1CN(S(=O)(=O)c2ccccc2)CCN1S(=O)(=O)c1ccccc1	1%	-5%	-2%	0%
36	O=C1Nc2ccccc2C1Cc1ccc(Br)cc1 (centres undefined)	-14%	2%	-2%	-22%

entry	Tau FP inhib	ALDH1A1 inh	L3MBTL1 inh	aGal spleen mod
25	-11%	9%	9%	-11%
26	13%	?	-9%	-2%
27	1%	-6%	-2%	1%
28	?	-5%	/	2%
29	-1%	14%	0%	3%
30	2%	1%	-4%	-4%
31	13%	0.63µM*	-4%	4%
32	3%	-7%	-4%	1%
33	-2%	/	/	/
34	2%	20µM*	4%	7%
35	-3%	-4%	8%	-11%
36	4%	/	/	/

Next part.
entry	Structure	Tau fluor counter	TRb-SRC2 inh	Tau ThT inhib	TR SRC2 fluor cs
37	OC(CNC1CCCCC1)COCCOc1ccc(Br)cc1 (centres undefined)	-6%	-5%	-7%	-4%
38	Cc1cc(NS(=O)(=O)c2ccc(Nc3nc(-c4sc(NC(=O)c5ccccc5)nc4C)cs3)cc2)no1	16µM*[quencher]	-5%	20µM*	-27%
39	CCOC(=O)c1c(C)[nH]c(C(=O)OCC(=O)NC2CCS(=O)(=O)C2)c1C (centres undefined)	-2%	0%	-4%	-1%
40	CCN(CC)S(=O)(=O)c1cc(NC(=O)C(=O)c2c(-c3ccccc3)cc3ccccn23)ccc1C	-23%	-1%	-13%	-2%
41	COc1ccc(-c2cc(-c3ccc(F)cc3)nc3c2COc2ccccc2-3)cc1	-19%	3%	-3%	3%
42	Cc1ccc(C(=O)N2C3C=CC(C3)C2(C(F)(F)F)C(F)(F)F)cc1 (centres undefined)	2%	-7%	-1%	-2%
43	CCc1ccccc1NS(=O)(=O)c1ccc2[nH]cc(C(=O)N(CC(C)C)CC(C)C)c(=O)c2c1	-25%	0%	-13%	-3%
44	Cc1cc(S(=O)(=O)N2CCCC2)ccc1OCC(=O)N1CCC(C(N)=O)CC1	-9%	-5%	-9%	-4%
45	CCOCCc1nn2c(=O)cc(COC(=O)CNC(=O)c3ccc(C(C)(C)C)cc3)nc2s1	-6%	-2%	-14%	?
46	CCOc1ccc(/C=N/NC(=S)Nc2c(C)cccc2C)cc1	-23%	2%	-11%	-2%
47	CC1CCC(NC(=O)C2(C)Cc3ccccc3C(=O)N2Cc2ccc(F)cc2)CC1 (centres undefined)	-11%	1%	0%	-1%
48	CCCCCn1c(CCNC(=O)CCC)nc2ccccc21	-11%	0%	-9%	0%

entry	Tau FP inhib	ALDH1A1 inh	L3MBTL1 inh	aGal spleen mod
37	3%	9%	8%	-11%
38	11%	?	/	-2%
39	-4%	-2%	2%	1%
40	3%	-3%	/	-5%
41	?	/	/	/
42	-3%	8%	13%	-3%
43	5%	/	/	/
44	0%	?	9%	1%
45	-3%	/	/	/
46	3%	-3%	/	-15%
47	-8%	/	/	/
48	-2%	9%	14%	-1%

(more compounds)
entry	Structure	Tau fluor counter	TRb-SRC2 inh	Tau ThT inhib	TR SRC2 fluor cs
49	COc1ccc(-n2c(=O)c3sc4ccccc4c3n(CC(=O)Nc3ccccc3F)c2=O)cc1	-7%	-8%	13%	1%
50	CCn1c(COc2ccc(=O)n(-c3ccccc3)n2)n[nH]c1=S	3%	-1%	0%	0%
51	CCCc1c(O)nc(SCCN(CC)CC)[nH]c1=O	-1%	-4%	-1%	0%
52	Fc1ccccc1CSc1nc2ccccc2[nH]1	-12%	-2%	-13%	-5%
53	CC(C(=O)N1CCN(Cc2ccc3c(c2)OCO3)CC1)c1ccc([N+](=O)[O-])cc1 (centres undefined)	-6%	-8%	-8%	-8%
54	COC(=O)c1ccc(Cn2c(CN3CCOCC3)nc3ccccc3c2=O)o1	4%	0%	13%	-5%
55	CCc1nn(CC(=O)NCCCOC)c(=O)c2cc3ccccc3n12	-3%	8%	3%	2%

entry	Tau FP inhib	ALDH1A1 inh	L3MBTL1 inh	aGal spleen mod
49	-11%	/	/	/
50	6%	-3%	2%	-5%
51	-5%	4%	/	-5%
52	-8%	13µM*	/	0%
53	-1%	?	-14%	-8%
54	-10%	-6%	14%	-2%
55	-6%	/	/	/

Compound profiles, from the list above:
CC(NC(=O)/C(C#N)=C1\N=C(NC(=O)c2ccco2)c2ccccc21)c1ccccc1 (centres undefined) is entered as Tau fluor counter: ?; TRb-SRC2 inh: -4%; Tau ThT inhib: ?; TR SRC2 fluor cs: -3%; Tau FP inhib: 2%; ALDH1A1 inh: /; L3MBTL1 inh: -15%; aGal spleen mod: 0%
Cc1cnc(NC(=O)CSc2nnc(-c3ccc(Cl)cc3Cl)n2N)s1 is entered as Tau fluor counter: 1%; TRb-SRC2 inh: -1%; Tau ThT inhib: -1%; TR SRC2 fluor cs: 1%; Tau FP inhib: 2%; ALDH1A1 inh: 20µM*; L3MBTL1 inh: 4%; aGal spleen mod: 7%

Screening results as filed in PubChem BioAssay.
